# Bioassay records (PubChem BioAssay)
# L929 necroptosis = inhibitors of zVAD-triggered necroptosis, primary screen, L929 cells. L929 zVAD necroptosis rescue, ATP luminescence, 24 h; with zVAD 60 µM. viability rescue, % at 10 µM. 220,000 tested, 0.38% active;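 active = activation, scaled between plate controls, above about 75%, limit read from the data; inactive = activation under that limit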;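 also: 0% = zVAD with DMSO and 100% = DMSO alone without zVAD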
# Rad51 HR inh = human RAD51 strand exchange inhibitors, primary screen, biochemical, fluorescence; inhibition, % at 10 µM; 200,000 tested, 0.085% active; DNA repair protein RAD51 homolog 1 (Homo sapiens), Q06609; hRad51 DNA strand exchange, fluorescence dequenching;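 active = inhibition above 40% at the single screening dose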;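 also: 0% = DMSO control wells and 100% = blanks with heterologous ssDNA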
# Target sequence (Q06609 whole entry, looked up): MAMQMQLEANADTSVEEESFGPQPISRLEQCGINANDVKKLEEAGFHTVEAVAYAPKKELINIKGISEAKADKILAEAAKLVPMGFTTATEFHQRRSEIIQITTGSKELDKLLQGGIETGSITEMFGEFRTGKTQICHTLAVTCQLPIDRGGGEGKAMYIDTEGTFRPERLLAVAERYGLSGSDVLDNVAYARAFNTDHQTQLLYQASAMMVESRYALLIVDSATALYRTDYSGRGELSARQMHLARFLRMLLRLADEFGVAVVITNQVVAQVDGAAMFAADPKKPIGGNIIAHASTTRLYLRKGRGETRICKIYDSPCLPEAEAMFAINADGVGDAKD
#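 Material: human Rad51–ssDNA filaments; Probe or stimulus: labelled 47-mer dsDNA for strand exchange; Doses: single 10 µM dose; Incubation: 37 °C 15-min filament assembly, 30-min compound preincubation, 15-min exchange; Technique: FRET fluorescence dequenching, excitation 485 nm, emission 520 nm; Measure: Fluorescence-based percent inhibition, control- and blank-normalised; Benchmarks: plate control and blank wells.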
# Hck Nef HTS = inhibitors of Nef-activated human Hck kinase, primary screen, biochemical, Z-Lyte FRET, 384-well, Hck-YEEI | Tyrosine-protein kinase HCK (Homo sapiens), P08631 | Recombinant Hck-YEEI plus Nef, Z-Lyte FRET kinase assay | inhibition, % at 20 µM | 220,000 tested, 0.68% active;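 active = Hck-Nef kinase inhibition above about 50%, limit read from the data; inactive = inhibition below that limit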;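 also: 0% = DMSO with Hck plus Nef and 100% = Hck alone without Nef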
# FXIa inh 1536 = human FXIa protease inhibitors, primary screen, biochemical, 1536-well; Coagulation factor XI (Homo sapiens), P03951; purified FXIa, Boc-Glu-Ala-Arg-AMC fluorogenic substrate; inhibition, % at 5 µM; 220,000 tested, 0.14% active; AID 798, 2007;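 active = inhibition of at least 40%; inactive = inhibition below 40%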;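 also: fluorescence of freed AMC excited at 355 nm; 0% = enzyme without compound and 100% = no enzyme blank; many of its hits are not listed in these tables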
# Target sequence (P03951 19-387 limits assumed): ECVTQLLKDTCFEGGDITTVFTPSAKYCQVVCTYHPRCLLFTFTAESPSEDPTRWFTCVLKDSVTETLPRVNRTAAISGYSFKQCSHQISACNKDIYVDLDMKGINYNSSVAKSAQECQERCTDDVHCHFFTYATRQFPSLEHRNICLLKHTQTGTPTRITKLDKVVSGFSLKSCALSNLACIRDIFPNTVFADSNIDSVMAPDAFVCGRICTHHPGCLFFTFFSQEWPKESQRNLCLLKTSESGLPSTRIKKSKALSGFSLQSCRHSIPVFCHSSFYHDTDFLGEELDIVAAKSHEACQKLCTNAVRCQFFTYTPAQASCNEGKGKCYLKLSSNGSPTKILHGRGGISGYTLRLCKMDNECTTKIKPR
# Target sequence (P03951 388-625 limits assumed): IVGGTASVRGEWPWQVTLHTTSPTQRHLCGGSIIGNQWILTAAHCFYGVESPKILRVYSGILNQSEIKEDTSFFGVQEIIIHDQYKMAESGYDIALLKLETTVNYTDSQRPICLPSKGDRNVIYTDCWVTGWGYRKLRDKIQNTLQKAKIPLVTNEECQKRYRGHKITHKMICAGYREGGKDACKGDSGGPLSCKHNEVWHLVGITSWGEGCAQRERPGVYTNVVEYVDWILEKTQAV
# TNF necrop inh = inhibitors of TNF-alpha triggered necroptosis, primary screen, cell-based, Jurkat FADD-/-, single concentration. Jurkat FADD-/- TNF necroptosis rescue, ATP luminescence, 24 h; 0 = TNF only, 100 = no-TNF cells. activation (protection from cell death), % at 10 µM. 220,000 tested, 0.068% active;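 active = activation, meaning protection from cell death, of at least 50% relative to plate controls; inactive = activation below 50%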;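 also: necroptosis triggered by 40 ng/mL TNF-alpha added together with compound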
# KCC2 mod = KCC2 cotransporter modulators, thallium flux, primary screen, cell-based, HEK293 KCC2, FluoZin-2 fluorescence, MLSMR; 190,000 tested, 2.2% active; B-score of Tl+ flux slope (higher = more flux/activation; lower = inhibition) at 10 µM; KCC2 cells, thallium flux FluoZin-2 fluorescence;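 active = thallium flux slope and its plate-corrected score both differing from the plate sample mean at a set confidence after two filtering rounds, in either direction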;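 also: slope of fluorescence scaled to starting intensity during 10 to 20 s after thallium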
# FXIIa inh 1536 = human FXIIa protease inhibitors, primary screen, biochemical, 1536-well | inhibition, % at 5 µM | purified FXIIa, Boc-QGR-AMC fluorogenic substrate, 2 h | AID 800, 2007 | 220,000 tested, 0.3% active | Coagulation factor XII (Homo sapiens), P00748; in the data active = inhibition above about 40%;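 also: 0% = enzyme with no compound and 100% = blank without enzyme; many of its hits are not listed in these tables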
# thrombin 1536 = human alpha-thrombin inhibitors, primary screen, counter-screen for coagulation protease inhibitor project, biochemical, 1536-well, fluorogenic AMC substrate; 220,000 tested, 0.26% active; inhibition, % at 5 µM; Boc-VPR-AMC fluorogenic substrate cleavage; AID 1046, 2008;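 active = inhibition at or above 40%; inactive = inhibition below 40%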;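 also: 0% = enzyme with no compound and 100% = wells without enzyme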
#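 Material: human alpha-thrombin protein. Incubation: reaction at ambient temperature. Technique: fluorescence of released AMC, ex 355 nm, em 460 nm. Control set: no-compound enzyme wells and no-enzyme blanks. Also added: Boc-VPR-AMC substrate, 15 µM final. Buffer or medium: pH 7.5 Tris (50 mM) with NaCl 150 mM, Tween 20 0.05%.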
# hK5 inh = human KLK5 protease inhibitors, primary screen, biochemical, 1536-well; Kallikrein-5 (Homo sapiens), Q9Y337; recombinant hK5, fluorogenic AMC substrate cleavage; inhibition, % at 5 µM; 210,000 tested, 0.59% active; AID 873, 2007;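 active = inhibition of 40% or more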;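 also: 0% = enzyme controls without compound and 100% = no-enzyme blanks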
# * hit, by the source's call; / = not tested or not shown.
1	COc1ccc(-c2coc3cc4oc(=O)cc(C)c4cc23)cc1F
2	Cc1sc2nc(C3CC3)nc(NCCNS(=O)(=O)c3ccccc3)c2c1C
3	O=C(O)C1CCC(=O)N1C(=O)OCc1ccccc1 (stereo unspecified)
4	O=C(N/N=C/c1ccc(Br)o1)/C(=C/c1ccc([N+](=O)[O-])cc1)NC(=O)c1ccccc1
5	Cc1ccc(NC(=O)[C@@H]2CCCN2S(=O)(=O)c2ccccc2F)cc1S(=O)(=O)N1CCOCC1
6	NS(=O)(=O)c1cccc(NC(=O)CSc2nnc(C3CC3)n2Cc2ccccc2)c1
7	Cc1ccc(NC(=O)CC(O)(C(F)(F)F)C(F)(F)F)cc1
8	COc1cc(/C=N/N(C)S(=O)(=O)c2ccc(C)cc2)cc([N+](=O)[O-])c1O
screen / no.	1	2	3	4	5	6	7	8
L929 necroptosis	0.0	-1.2	0.3	0.0	1.1	0.0	0.0	0.2
Rad51 HR inh	-6	3	5	1	7	20	-2	14
Hck Nef HTS	1	7	-6	0	7	3	-22	28
FXIa inh 1536	-6	-3	6	-7	8	-1	1	0
TNF necrop inh	-12	2.4	1.0	-2.7	-1.7	1.6	-1.1	7.4
KCC2 mod	0.46	-0.45	0.027	-0.66	-0.052	-0.036	/	-0.15
FXIIa inh 1536	6	7	17	3	4	1	10	6
thrombin 1536	-3	-2	16	-3	0	-3	1	-2
hK5 inh	-6	-9	11	-24	-10	1	-5	0

9	CCOC(=O)N=Nc1c(O)n(C)c2ccccc12
10	CCCc1cc(=O)n2c(nc3ccccc32)[nH]1
11	COc1ccc(C(=S)Nc2ccc(N(C)C)cc2)cc1
12	Cc1csc2c(N3CCN(C(=S)Nc4ccc(F)cc4F)CC3)ncnc12
13	CCOC(=O)Cn1c(=O)oc2cc(S(=O)(=O)N(C)c3ccc(OC)cc3)ccc21
14	O=C(O)c1ccc(-n2nnnc2Oc2cccc3cccnc23)cc1
15	O=C(NCCN1CCN(Cc2ccc([N+](=O)[O-])cc2)CC1)C(=O)Nc1ccccc1
16	Cc1ccc(S(=O)(=O)N2CCN(CC(=O)NC(=O)NCc3ccco3)CC2)cc1C
screen / no.	9	10	11	12	13	14	15	16
L929 necroptosis	1.0	-0.7	-0.2	-0.1	-0.6	-0.1	-0.2	-1.3
Rad51 HR inh	11	4	-1	24	-4	-3	-8	22
Hck Nef HTS	0	21	3	13	3	-13	-1	16
FXIa inh 1536	-4	-4	8	3	3	-5	-7	2
TNF necrop inh	0.8	-2.6	-0.1	-6.1	-0.4	1.1	-2.2	0.4
KCC2 mod	-0.81	0.71	0.027	-1.5	0.053	-0.052	/	1.2
FXIIa inh 1536	1	5	22	4	12	19	-2	12
thrombin 1536	-7	-6	-1	0	4	-15	-11	5
hK5 inh	-13	-4	-3	4	4	-22	-4	4

# Random excerpt: three compounds from above, in no set order.
15	O=C(NCCN1CCN(Cc2ccc([N+](=O)[O-])cc2)CC1)C(=O)Nc1ccccc1
16	Cc1ccc(S(=O)(=O)N2CCN(CC(=O)NC(=O)NCc3ccco3)CC2)cc1C
10	CCCc1cc(=O)n2c(nc3ccccc32)[nH]1
screen / no.	15	16	10
L929 necroptosis	-0.2	-1.3	-0.7
Rad51 HR inh	-8	22	4
Hck Nef HTS	-1	16	21
FXIa inh 1536	-7	2	-4
TNF necrop inh	-2.2	0.4	-2.6
KCC2 mod	/	1.2	0.71
FXIIa inh 1536	-2	12	5
thrombin 1536	-11	5	-6
hK5 inh	-4	4	-4

# Remaining list, next part
17	O=C(NCc1ccccn1)C1CCN(S(=O)(=O)N2CCC3(CC2)OCCO3)CC1
18	CCc1nc(NCCO)c(C#N)c2c1CCCC2
19	COc1ccc(-c2ccc([C@H]3[C@H]4C=CC[C@@H](C)[C@@H]4C(=O)N3Cc3ccccc3)c(F)c2)cc1
20	CCCCC(=O)Nc1ccccc1N1CCOCC1
21	CC(C)(C)C(=O)NC(=S)Nc1ccccc1N1CCCC1
22	CCCS(=O)(=O)c1c(S(=O)(=O)CCC)c2c(N)cccn2c1C(=O)c1ccc(OC)cc1
23	CCC(C)[C@@H](N)C(=O)N/N=C/c1cccc2nccnc12 (stereo partly specified)
24	C=CCNC(=S)NNC(=O)c1ccc(OC(C)C)cc1
screen / no.	17	18	19	20	21	22	23	24
L929 necroptosis	/	-0.1	5.0	0.0	-1.0	0.8	1.4	0.7
Rad51 HR inh	/	18	1	2	-5	-18	9	6
Hck Nef HTS	6	19	26	8	26	20	-15	-14
FXIa inh 1536	5	-5	1	-3	2	-3	-9	-7
TNF necrop inh	1.6	2.6	1.1	-0.6	0.2	-1.4	3.4	-0.4
KCC2 mod	2	-0.68	1.4	2.5	/	0.17	0.17	-0.52
FXIIa inh 1536	14	0	6	5	5	4	0	2
thrombin 1536	-1	-6	2	-1	-5	-9	-12	-5
hK5 inh	-9	-4	4	-1	1	4	-9	-8

25	CCOc1ccc(C2=[N+]([O-])C(C)(C)N(O)C2(C)C)cc1
26	CCCSc1nc(C)c(CC(=O)O)c(=O)[nH]1
27	COc1ccc(C2C(C(N)=O)=C(C)Nc3nc(-c4ccccc4OC)nn32)cc1OC (stereo unspecified)
28	COc1ccc(S(=O)(=O)N2CCC(n3cnc4cc(C(F)(F)F)ccc43)CC2)cc1
29	CCCCCn1c(C(C)NC(=O)CCC)nc2ccccc21 (stereo unspecified)
30	COc1ccccc1N/C(=N/S(=O)(=O)c1ccc(C)cc1)c1ccc(Cl)cc1
31	Cc1ccc(NC(=O)c2cc(C(C)(C)C)nn2Cc2ccccc2)cc1
32	COc1cc(C2=NOC(C(=O)Nc3ccc(C)cc3)C2)cc(OC)c1OC (stereo unspecified)
screen / no.	25	26	27	28	29	30	31	32
L929 necroptosis	2.6	0.8	0.6	0.0	1.0	0.0	1.4	0.1
Rad51 HR inh	-1	7	0	-6	3	2	1	0
Hck Nef HTS	1	0	1	-16	-1	0	12	1
FXIa inh 1536	1	-2	-1	-4	6	-5	-15	1
TNF necrop inh	0.6	-0.4	-0.1	3.0	1.5	-4.4	-0.8	1.4
KCC2 mod	/	/	1.3	-0.3	-1.8	0.06	0.72	0.29
FXIIa inh 1536	13	2	15	26	2	4	0	7
thrombin 1536	-6	-1	0	-5	-7	-4	-5	-1
hK5 inh	-5	-9	-22	1	-2	-14	2	-2

33	O=C(COC(=O)c1ccccc1)Nc1cc(Cl)ccc1Oc1ccccc1
34	Cc1cc(C(=O)NP(=O)(N2CCOCC2)N2CCOCC2)c(C)n1-c1ccc(Br)cc1
35	COc1ccccc1C(=O)C1CCCN(C(=O)c2ccc3c(c2)OCCO3)C1 (stereo unspecified)
36	O=C(N/C(=C/c1cccc(Br)c1)c1nc(=S)[nH][nH]1)c1ccccc1
37	CC(=O)Nc1ccccc1C(=O)C(=O)Nc1ccc(C(=O)NCC2CCCO2)cc1 (stereo unspecified)
38	O=S(=O)(Cc1ccccc1)N1CCc2ccccc21
39	O=S(=O)(c1ccc(-c2ccccc2)cc1)N1CCOCC1
40	Cc1nc(SCC(=O)Nc2c(C)n(C)n(-c3ccccc3)c2=O)[nH]c(=O)c1C
screen / no.	33	34	35	36	37	38	39	40
L929 necroptosis	1.1	-1.1	5.1	-0.4	-0.4	-0.9	0.0	0.2
Rad51 HR inh	9	4	2	4	-16	-8	3	-4
Hck Nef HTS	2	0	15	4	18	3	0	-10
FXIa inh 1536	7	20	-3	9	9	-6	-5	/
TNF necrop inh	-0.7	0.1	0.4	-10	0.0	-4.1	-0.4	1.3
KCC2 mod	0.0083	0.57	0.28	-0.25	1.1	/	-1.6	-0.018
FXIIa inh 1536	7	28	4	12	21	3	5	/
thrombin 1536	2	-9	-9	-3	1	-4	-5	/
hK5 inh	-4	-3	-1	-3	-3	0	-18	/

# Along the list, from the results shown:
# Compounds 21 to 25 in TNF necrop inh read 0.2, -1.4, 3.4, -0.4, 0.6
# Compounds 21 to 25 in Hck Nef HTS read 26, 20, -15, -14, 1

# Taken from above.
# compound 36 in thrombin 1536 is entered as -3
# compound 33 in hK5 inh is entered as -4

# The results go on.
41	CCOc1ccc2c(c1)nc(SCC(=O)c1ccc(Br)s1)n2C
42	O=C(Nc1cccc(NC(=O)c2cccs2)c1)c1ccc([N+](=O)[O-])o1
43	O=C(Nc1ccc(F)cc1)Nc1nnc(-c2ccco2)s1
44	O=C(OCc1cccc(F)c1)c1ccc2c(=O)n3c(nc2c1)CCC3
45	Cc1cc(SCC(=O)Nc2c(C)n(C)n(-c3ccccc3)c2=O)n2c(nc3ccccc32)c1C#N
46	COc1cc(NC(=O)CCCSc2nc(-c3ccco3)cc(C(F)(F)F)n2)cc(OC)c1OC
47	Oc1ccccc1/C=N/Nc1nc2ccccc2o1
48	COCCn1nnnc1C(c1cc2cc(OC)c(OC)cc2[nH]c1=O)N1CCN(c2ccc(O)cc2)CC1 (stereo unspecified)
screen / no.	41	42	43	44	45	46	47	48
L929 necroptosis	0.0	34	11	0.9	0.3	0.3	37	1.4
Rad51 HR inh	2	14	-7	20	/	-6	8	12
Hck Nef HTS	-1	26	16	1	2	5	14	23
FXIa inh 1536	-1	1	-10	-5	/	1	2	-1
TNF necrop inh	-4.6	-25	1.9	-0.7	-6.5	-1.1	-15	2.0
KCC2 mod	/	0.29	-0.28	-1.5	-0.19	-0.0085	7.2*	-0.17
FXIIa inh 1536	-7	11	4	2	/	11	2	9
thrombin 1536	-5	1	-21	-5	/	3	-3	-5
hK5 inh	0	2	-3	-3	/	-4	-10	0

49	CC(C)(C)c1nc(CN2CCOCC2)ccc1O
50	COc1ccc(C(=O)Nc2c(Cl)cc(Cl)cc2C(=O)N2CCOCC2)cc1
51	CCCCNc1cc(=O)oc2ccccc12
52	Nc1nnc(SCC(=O)OCC(=O)NC23CC4CC(CC(C4)C2)C3)s1
53	S=c1[nH]nc(Cc2cccc3ccccc23)n1-c1ccccc1
54	CCC(C)NCCOCCOc1ccc(Br)cc1C (stereo unspecified)
55	O=C(O)C1CSC(c2ccncc2)N1 (stereo unspecified)
56	Cn1nnnc1SCSc1nnnn1C
screen / no.	49	50	51	52	53	54	55	56
L929 necroptosis	0.4	-0.4	0.2	0.5	-0.7	1.1	0.4	-0.5
Rad51 HR inh	-2	/	-1	6	-3	-2	-8	-3
Hck Nef HTS	-1	2	3	16	2	2	0	-20
FXIa inh 1536	2	3	-3	3	4	7	3	3
TNF necrop inh	0.9	-0.6	-1.7	0.2	-1.5	6.1	-0.4	0.4
KCC2 mod	/	-0.032	-0.66	0.65	/	1.4	0.13	-0.37
FXIIa inh 1536	13	12	5	2	14	12	19	10
thrombin 1536	1	3	5	-7	1	-2	2	3
hK5 inh	4	/	-9	-4	-6	-20	-7	-4

# Not all compounds are listed, so the mix of outcomes need not match the whole.
